# LGR2 antag: blocks bursicon-induced cAMP signaling via Drosophila LGR2; HEK293 LGR2, CRE-luciferase, bursicon-stimulated, 4 h; inhibition, % at 9.99 µM; actives 0.35% (n = 380,000);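 active = drop in luminescence signal, shown as inhibition above about 50% in the replicate tests, limit read from the data, passing the limit was not always enough; inconclusive = probably only some replicates passing the limit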;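 also: agonist challenge used bursicon conditioned medium at about half maximal strength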
# PGC1a acetyl inh: lowers PGC1a acetylation signal in U2OS cells. AlphaScreen anti-acetyl-lysine; with virally co-expressed GCN5 acetyltransferase. inhibition, % at 15.6 µM. actives 0.17% (n = 350,000). AID 651687;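 active = every replicate shows inhibition of at least 40%; inconclusive = mean inhibition at least 40% but some replicate below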;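 also: 0% = neutral control wells and 100% = positive control wells; some results beyond the cut were filed as inactive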
# S100A4 inh HTS: S100A4-myosin IIA interaction inhibition; P26447; S100A4/TAMRA-MyoIIA peptide fluorescence polarization; inhibition, % at 10.7 µM; actives 0.14% (n = 360,000); AID 652163;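 active = mean inhibition of at least 70% across replicates, with every replicate also reaching that level; inconclusive = mean inhibition reaches 70% but some replicates fall short; inactive = mean inhibition below 70%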
# Target sequence (P26447 whole entry, looked up): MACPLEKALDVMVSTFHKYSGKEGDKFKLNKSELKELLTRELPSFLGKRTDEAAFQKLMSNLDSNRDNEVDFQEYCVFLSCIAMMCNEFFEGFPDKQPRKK
#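 Assay system: human S100A4 monomer with TAMRA-labelled myosin IIA peptide / Buffer or medium: Calcium-containing HEPES buffer, pH 7.2 / Reagent: TAMRA-labelled myosin IIA heavy-chain peptide probe, 5 nM / Compound: one dose per compound / Timing: polarization read 5 min after assay mix addition, stable 5–60 min / Benchmarks: neutral control DMSO, positive control TFP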
# SIRT5 inh: blocks human SIRT5 desuccinylation of peptide | actives 1.1% (n = 330,000) | Purified SirT5, succinyl-peptide AMC, trypsin-coupled fluorescence | AID 652115 | inhibition, % at 15 µM; in the data active = inhibition above about 15%; inconclusive = no clear call, values can overlap the other calls
# Cneo AK release: Cryptococcus neoformans lysis via adenylate kinase release | C. neoformans lysis, adenylate kinase release luminescence, 4 h; normalised: neutral wells 0, clomiphene wells 100 | lysis activity, % at 15 µM | actives 0.2% (n = 360,000) | AID 651654;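 active = mean lysis activity across replicates of at least 80%, whatever share of replicates individually reach that level; inactive = mean lysis activity below 80%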
#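 Test system: log-phase Cryptococcus neoformans yeast cells; Quantity: yeast cell density of 5 × 10^6 cells/mL; Buffer or medium: YPD; Doses: single compound concentration per well; Timing: 4 h at 37 °C static, read 1 h later; Measured by: AK luminescence; Read-out basis: lysis from increased AK signal; Control set: Clomiphene as positive control.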
# Statin myotox sup: protects C2C12 myotubes from simvastatin toxicity; ATP luminescence, 48 h; scaled: DMSO 0, geranylgeraniol control 100; rescue of ATP level, % at 7.49 µM; actives 0.78% (n = 330,000); AID 602340;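 active = mean ATP rescue above about 67%, or every replicate alone reaching that limit, limit read from the data, passing the limit was not always enough; inconclusive = no clear call, values can overlap the other calls; inactive = mean under the limit and some replicate under it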;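 also: myotubes were challenged with 10 µM simvastatin during compound exposure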
# Xi reactivation: reactivates the inactive X chromosome in mouse fibroblasts; actives 0.055% (n = 360,000); XiGFP mouse fibroblasts, % GFP-positive cells imaging, 3 d; cells co-treated with 5-aza-dC sensitizer; scaled so ellipticine positive control = 100%; activation, % at 7.58 µM; AID 743238;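 active = mean normalized replicate activation at least 10% and every replicate at or above 10%; inconclusive = only one of the two criteria met; inactive = mean below 10% and not all replicates reach 10%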;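 also: 0% = median of on-plate neutral control wells and 100% = ellipticine 6 µM median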
#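 System: 68-5-11 XiGFP fibroblast line | Buffer or medium: DMEM containing 5-aza-dC | Compound: Single point | Times: Compounds 3 days, fix/stain 15 min at room temperature | Benchmarks: Positive control ellipticine, 6 µM final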
# ERAP1 inh: ERAP1 (human) enzyme inhibition. inhibition, % at 10.7 µM. actives 0.15% (n = 340,000). Q9NZ08. recombinant ERAP1, Leu-AMC fluorescence, 60 min. AID 652197;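 active = mean replicate inhibition of at least 30%, or all replicates individually reaching that 30% level; inactive = mean below 30% and not every replicate reaching it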;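 also: 0% = neutral control wells and 100% = L-leucinethiol positive control wells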
# Target sequence (Q9NZ08 whole entry, looked up): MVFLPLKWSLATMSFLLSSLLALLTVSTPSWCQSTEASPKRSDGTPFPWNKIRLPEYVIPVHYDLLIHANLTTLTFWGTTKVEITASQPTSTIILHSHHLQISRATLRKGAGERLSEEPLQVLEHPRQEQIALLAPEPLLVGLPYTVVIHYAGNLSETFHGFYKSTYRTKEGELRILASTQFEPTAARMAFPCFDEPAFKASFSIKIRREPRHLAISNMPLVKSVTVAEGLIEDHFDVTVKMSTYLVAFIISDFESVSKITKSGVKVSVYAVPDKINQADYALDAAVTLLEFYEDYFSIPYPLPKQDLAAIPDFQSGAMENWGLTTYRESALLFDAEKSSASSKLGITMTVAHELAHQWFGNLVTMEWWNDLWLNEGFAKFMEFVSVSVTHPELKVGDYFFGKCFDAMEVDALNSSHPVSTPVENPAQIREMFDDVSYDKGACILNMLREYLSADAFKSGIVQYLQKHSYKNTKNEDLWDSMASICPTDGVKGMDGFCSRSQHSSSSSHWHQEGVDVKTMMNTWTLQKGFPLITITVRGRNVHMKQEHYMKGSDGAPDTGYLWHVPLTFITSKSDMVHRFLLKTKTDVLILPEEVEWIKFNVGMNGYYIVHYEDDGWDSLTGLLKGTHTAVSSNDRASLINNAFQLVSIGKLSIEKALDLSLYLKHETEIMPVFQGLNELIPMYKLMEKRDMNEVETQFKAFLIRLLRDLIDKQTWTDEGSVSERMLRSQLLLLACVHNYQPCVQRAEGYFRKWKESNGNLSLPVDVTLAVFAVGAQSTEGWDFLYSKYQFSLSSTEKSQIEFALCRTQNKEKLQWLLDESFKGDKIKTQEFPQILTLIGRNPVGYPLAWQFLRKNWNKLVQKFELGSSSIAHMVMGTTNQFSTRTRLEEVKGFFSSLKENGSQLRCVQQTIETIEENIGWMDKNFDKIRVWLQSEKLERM
# * marks the source's active call; other numbers are inactive results; ? = inconclusive; nt = no result given; & = joins results of further samples. Some of the compounds tested. The share of hits here may be higher or lower than overall.
SMILES,LGR2 antag,PGC1a acetyl inh,S100A4 inh HTS,SIRT5 inh,Cneo AK release,Statin myotox sup,Xi reactivation,ERAP1 inh
CCOC(=O)Cn1c(=O)n(C2CCCC2)c(=O)c2ccccc21,10,-3,nt,nt,-1,-17,nt,nt
Cc1sc2ncnc(NCCc3ccc(S(N)(=O)=O)cc3)c2c1C,2,nt,-2,-1,4,-17,nt,2
CC(=O)Nc1ccc(Sc2ncnc3scc(-c4ccccc4)c23)cc1,-10,-8,nt,nt,0,1,0.1,nt
O=C(N[C@H]1CC[C@@H](CC(=O)N2CCN(c3ccccc3)CC2)O[C@H]1CO)c1ccncc1,1,1,-1,1,1,-1,-0.1,-3
CCOC(=O)C1CCN(C(=O)c2cccc(NS(=O)(=O)c3ccc(Br)cc3)c2)CC1,-8,-5,0,0,-2,7,0.1,0
CN(Cc1cccc(Cl)c1Cl)C(=O)c1ccc(NC(=O)CC#N)cc1,nt,nt,-5,1,nt,nt,0.2,-11
CC1CCCCC1NC(=S)Nc1ccc(Cl)cc1Cl (configuration not stated),50,-5,3,7,nt,nt,-0.1,1
O=C(CSc1ccsc1[N+](=O)[O-])NCc1ccco1,-7,nt,-15,0,nt,nt,0.2,5
CCN1CCCC1CNC(=O)CCc1nnc(CCC2CCCCC2)o1 (configuration not stated),14,4,-4,-10,2,-6,0.0,-1
Cc1ccc(C)c(NC(=O)CCN2CCC(C)CC2)c1,1,0,-4,-10,-4,12,0.1,-2
CCOC(=O)c1cnc(-c2ccccc2)nc1Oc1ccc(OC)cc1,-14,7,-1,7,nt,nt,0.1,nt
COc1ccc(CN(C)C[C@H]2Oc3ccc(NC(=O)Cn4cnnn4)cc3C(=O)N([C@@H](C)CO)C[C@@H]2C)cc1,13,3,2,-3,-2,14,0.1,2
CCOC(=O)c1csc(NC(=O)c2ccc(N3C(=O)CCC3=O)cc2)n1,nt,nt,-3,4,0,-4,0.0,5
Cc1nn(-c2ccccc2)c(C)c1C(=O)OCC(=O)Nc1cccc(S(N)(=O)=O)c1,-2,6,1,3,-2,11,0.2,1
COc1ccc(S(=O)(=O)N2CCCCN3[C@@H](CO)[C@H](c4ccc(C5=CCCC5)cc4)[C@@H]3C2)cc1,-8,-4,4,6,3,-22,0.1,-1
CN(C)CCN(C(=O)c1ccc2c(c1)OCCO2)c1nc2cc3c(cc2s1)OCO3,-14,nt,-2,-4,-1,1,0.0,0
COc1ccccc1/C=C/C(=O)OCCN1CCOCC1,12,-12,5,nt,-3,nt,0.0,nt
O=C(C[C@@H]1C[C@H]2c3cc(NC(=O)Nc4ccc(F)cc4)ccc3O[C@H]2[C@H](CO)O1)NCC(F)(F)F,-1,0,-1,1,-4,8,0.8,-1
CC1=C(C(=O)N(C(C)C)C(C)C)CC(CC(=O)NCCc2ccccn2)C(=O)N1CCCN1CCCC1=O (configuration not stated),9,-4,-3,10,-4,-3,-0.2,-3
COc1ccccc1NC(=O)NC[C@@H]1CC[C@@H]2[C@@H](CN2S(=O)(=O)c2ccc(Cl)cc2)O1,nt,2,-3,6,nt,nt,nt,-2
C=CCN1C(=O)c2n[nH]c(COC)c2C1c1ccc(Br)cc1 (configuration not stated),-6,nt,-2,0,nt,nt,0.6,2
O=C(Nc1nnc(C2=COCCO2)o1)c1ccc(S(=O)(=O)N2CCCCC2)cc1,nt,nt,1,0,nt,nt,0.1,0
C[C@@H]1CN([C@H](C)CO)S(=O)(=O)c2ccc(/C=C/c3ccccc3)cc2O[C@@H]1CN(C)C(=O)c1ccncc1,-2,2,-3,3,1,-11,-0.5,-2
C[C@H](O)C#Cc1cnc2c(c1)C(=O)N([C@@H](C)CO)C[C@@H](C)[C@@H](CN(C)Cc1ccccn1)O2,-4,-2,-1,-1,-6,7,-1.0,0
CCC(CC)C(=O)c1c[nH]c(C(=O)NCCOC)c1,nt,nt,0,-2,-1,4,0.8,-2
CCC(CC)C(=O)Nc1nnc(SCC(=O)NC(C)(C)C)s1,15,nt,-1,-3,0,nt,0.3,-5
NC(=O)c1c(NC(=O)c2ccc(F)cc2)sc2c1CCC2,-49,nt,-31,4,-1,-28,0.0,3
COC(=O)c1cc(NC(=O)/C=C/c2ccccc2)ccc1O,-44,nt,0,3,nt,nt,0.1,-2
NC(=O)N1CCc2ccccc21,30,nt,9,-1,nt,nt,7.2,2
Cc1cc(/C=C\c2ccccc2)nc2ccccc12,-68,nt,-1,-3,nt,nt,-0.9,2
Cc1ccccc1NC(=O)CSc1nnc(-c2ccco2)n1N,-13,nt,-1,0,-3,2,0.0,-2
O=C(c1ccc(F)cc1)c1cn(Cc2ccc(F)cc2)c2cc3c(cc2c1=O)OCCO3,1,4,0,2,-1,-9,0.0,3
C[C@@H]1CN([C@@H](C)CO)C(=O)c2cc(NC(=O)C3CC3)ccc2O[C@@H]1CN(C)C(=O)NC1CCCCC1,4&18,-2,-2&-1,6,-1&4,8&-7,-1.2&0.0,-4&-2
O=C1C=C(c2ccc(-c3ccccc3)cc2)C[C@@H](c2ccc(F)cc2)C1,1,2,-4,nt,16,10,-0.3,nt
CCc1ccc(CN(C)C(=O)c2cc(S(=O)(=O)N3CCOCC3)ccc2N2CCCC2)cc1,-4,nt,-7,2,-1,-24,?,3
O=C(NCCN1C(=O)S/C(=C\c2cccc(Cl)c2Cl)C1=O)C1=COCCO1,-6,nt,30,-3,0,nt,0.0,2
C[C@H](CO)N1C[C@H](C)[C@@H](CN(C)C(=O)Nc2ccccc2)OCCCC[C@H](C)Oc2ccc(NS(=O)(=O)c3cn(C)cn3)cc2C1=O,-2,-3,9,2,54,nt,0.3,0
Cc1cccc(NC(NC(=O)c2ccccn2)C(Cl)(Cl)Cl)c1 (configuration not stated),-14,nt,3,0,0,nt,-0.1,-7
Cn1ncc([N+](=O)[O-])c1C(=O)N/N=C/c1cccc([N+](=O)[O-])c1,7,nt,3,-4,nt,nt,0.0,1
O=S(=O)(c1ccc(Cl)cc1)N1CCN(c2ncccn2)CC1,23,nt,1,0,nt,nt,0.0,-1
COc1ccc(NC(=O)Nc2ccc3c(c2)C(=O)N([C@H](C)CO)C[C@@H](C)[C@H](CN(C)C(=O)Nc2ccccc2)OCCCC[C@@H](C)O3)cc1,1,-23,-25,9,-4,3,0.0,3
COc1ccccc1CNc1nc(Nc2ccccc2-n2cccn2)c2sccc2n1,-8,nt,-3,-1,1,-24,0.1,2
COc1ccc(CNC(=O)NCCc2c[nH]c3ccccc23)cc1,2,9,6,-3,-1,4,0.1,-3
CC1CCCC(NC(=O)CSc2nnnn2C)C1C (configuration not stated),-19,-1,1,-4,-1,7,nt,5
CN(c1ccc(F)cc1)S(=O)(=O)c1ccc2[nH]cc(C(=O)O)c(=O)c2c1,-10,-14,nt,nt,-1,-18,nt,nt
Cc1nn(-c2ccccc2)c(Cl)c1/C=N/Nc1nncc(=O)[nH]1,-14,5,-8,-2,0,-2,0.0,2
C[C@H](CO)N1C[C@H](C)[C@H](CN(C)C(=O)NC2CCCCC2)Oc2ccc(NC(=O)Cn3cnnn3)cc2C1=O,12,5,7,10,53,5,0.3,13
C[C@@H]1CN([C@@H](C)CO)C(=O)c2cc(NC(=O)NC3CCCCC3)ccc2O[C@@H](C)CCCCO[C@H]1CN(C)Cc1ccc(C(F)(F)F)cc1,11,5,-3,-1,0,nt,0.0,0
COCC(=O)Nc1ccc2c(c1)OC[C@H](C)N(C(=O)C1CCCC1)C[C@@H](C)[C@H](OC)CN(C)C2=O,1,1,nt,nt,-3,-12,0.0,nt
CN(C)S(=O)(=O)c1cccc(NC(=S)N/N=C/C(=O)c2ccccc2)c1,-11,12,-2,nt,-2,-15,0.0,4
CC(C)(C)c1ccc(C(=O)N2CCC3(CC2)NCCc2[nH]cnc23)cc1,-4,4,1,0,31,-1,-0.1,1
CO[C@H](CN(C)C(=O)c1ccccc1F)[C@@H](C)CN([C@H](C)CO)S(=O)(=O)c1ccc(Cl)cc1,-24,-8,7,-1,-3,6,0.1,-1
COc1ccc(-n2c(Cc3cccn3C)nnc2SCC(=O)Nc2ccc(F)cc2)cc1,5,3,-7,-1,-2,-1,0.2,1
CN(C)C(=O)c1ccc(-c2ccc3c(c2)[C@H]2[C@H](CCN2Cc2ccc4c(c2)OCO4)[C@H](CO)N3)cc1,-20,4,-15,2,41,-8,1.0,0
COc1ccc(NC(=O)c2cc(-c3cc(OC)c(OC)c(OC)c3)nc3ccccc23)c(OC)c1,8,0,-3,0,1,-10,0.0,-2
O=C(CCSc1ccccc1)NCc1cccnc1,-5,nt,-1,0,nt,nt,0.1,-1
CSc1nn(CCC#N)c(=O)[nH]c1=O,5,nt,-1,nt,nt,nt,0.3,1
Cc1ccc(S(=O)(=O)Nc2ccc3c(c2)C(=O)N([C@H](C)CO)C[C@@H](C)[C@@H](CN(C)C(=O)Nc2ccccc2)OCCCC[C@H](C)O3)cc1,5,-2,-3,5,2,nt,-0.2,2
Cc1c(C=O)c2ccccc2n1CCOc1ccccc1F,8,nt,4,4,0,7,0.0,3
CC(C)NS(=O)(=O)c1ccc(OCC(=O)NCc2ccc3c(c2)OCO3)c(Cl)c1,-11,7,nt,nt,0,12,nt,nt
# Continuation:
SMILES,LGR2 antag,PGC1a acetyl inh,S100A4 inh HTS,SIRT5 inh,Cneo AK release,Statin myotox sup,Xi reactivation,ERAP1 inh
CC(Sc1nnc(C2CC2)n1C1CC1)C(=O)Nc1ccccc1C#N (configuration not stated),11,nt,-1,0,2,1,0.2,-4
C[C@@H]1CN([C@H](C)CO)C(=O)c2cc(C3=CCCC3)cnc2O[C@@H]1CN(C)Cc1ccc(C(=O)O)cc1,-7,4,-22,2,-1,13,-0.4,0
CN1CCN(C(=O)C[C@@H]2C[C@@H]3c4cc(NC(=O)NC5CCCC5)ccc4O[C@@H]3[C@@H](CO)O2)CC1,5,15,-4,-3,-63,1,-0.1,1
CCOc1ncccc1C(=O)OCC(=O)c1cc(OC)ccc1OC,-25,-3,2,6,-2,3,0.6,0
CCOc1ccc(NC(=S)NCCCN2CCN(C3CCCCC3)CC2)cc1,4,14,1,0,-2,-5,0.0,2
Cc1cccc(C)c1NC(=O)CN1CCCC1,6,nt,-8,-1,nt,3,0.3,-6
O=C1Cc2ccccc2Sc2ccc(O)cc21,7,nt,-1,0,nt,nt,-0.1,-1
COc1ccc(S(=O)(=O)N(C)CC(=O)N2CCCCCC2)cc1,-1,-12,2,-3,4,0,0.0,-2
Cc1ccccc1-c1cc(C(=O)NCc2ccc3c(c2)OCO3)n(CC2CC(c3cccnc3)=NO2)n1 (configuration not stated),9,nt,3,-2,0,23,0.0,-2

# Of the compounds above, these have a COOH group:
SMILES,LGR2 antag,PGC1a acetyl inh,S100A4 inh HTS,SIRT5 inh,Cneo AK release,Statin myotox sup,Xi reactivation,ERAP1 inh
CN(c1ccc(F)cc1)S(=O)(=O)c1ccc2[nH]cc(C(=O)O)c(=O)c2c1,-10,-14,nt,nt,-1,-18,nt,nt
C[C@@H]1CN([C@H](C)CO)C(=O)c2cc(C3=CCCC3)cnc2O[C@@H]1CN(C)Cc1ccc(C(=O)O)cc1,-7,4,-22,2,-1,13,-0.4,0

# Compound activity: PubChem, Broad Institute
